Bioassay records (PubChem)
SRC1 TRFRET art: TR-FRET artefact, counter-screen to PPARgamma/SRC-1 agonist assay. 99,000 tested, 0.34% active. TR-FRET detection artefact counter-screen, emission ratio; stronger effect = higher value. TR-FRET ratio at 8 µM; in the data active = TR-FRET ratio above about 2300; note: inactives centre near 1800; reference of the scale not given here
SRC3 TRFRET art: flags TR-FRET format artefacts in PPARgamma SRC-3 recruitment agonist screen; TR-FRET artefact counter-screen, PPARgamma/SRC-3 format; stronger effect = higher value; TR-FRET ratio at 8 µM; AID 1048; 99,000 tested, 0.39% active; in the data active = TR-FRET ratio above about 2000; note: inactives centre near 1600; reference of the scale not given here
Numbers without * were called inactive. This is a subset; the hit share may differ from the screen's.

structure	SRC1 TRFRET art	SRC3 TRFRET art
CC12c3ccccc3C(c3ccccc31)C1C(=O)N(Cc3cccnc3)C(=O)[C@H]12 (stereo partly specified)	1690	1649
C[C@@H](C(=O)Nc1cccc(S(=O)(=O)N2CCOCC2)c1)N1C(=O)C2CC=CCC2C1=O (stereo partly specified)	1899	1701
Cc1cccc(-n2nc(CC#N)c(C#N)c2N)c1	2043	1750
Cc1ccc(N(CC(=O)N2CCCCC2)S(=O)(=O)c2ccc(C)cc2)cc1	1734	1537
O=C(NC1CCS(=O)(=O)C1)c1cc(-c2ccccc2)nc2ccccc12 (stereo unspecified)	1518	1409
COc1cc(/C=N/NC(=S)Nc2cccnc2)cc(OC)c1OC	1644	1705
CCCn1c(=N)c(C#N)cc2c(=O)n3ccccc3nc21	1852	1574
COc1ccc(/C=C/C(=O)OCCCN(C)C)cc1	1668	1571
COc1ccc(NC(=O)c2ccc(-c3ccccc3)cc2)cc1NS(=O)(=O)c1ccc(F)cc1	1827	1575
CC(=O)Nc1cccc(NC(=O)c2cc(-c3cccnc3)nc3ccc(Cl)cc23)c1	1876	1654
O=C(N/N=C/C=C/c1ccccc1)c1cccs1	1996	1667
CCOc1ccc(/C=C/C(=O)CCC(=O)O)cc1	1550	1664
COc1cc(OC)c(NS(=O)(=O)c2cc(C(=O)OCC(=O)NCC3CCCO3)ccc2OC)cc1Cl (stereo unspecified)	1989	1690
Cc1ccc(NNc2c(C)nc3ccccc3nc2=O)cc1	2076	1525
Cc1ccc(/C=N/NC(=O)C2(C)CC2(Br)Br)cc1 (stereo unspecified)	1679	1624
Cc1sc2ncnc(NCC3COc4ccccc4O3)c2c1C (stereo unspecified)	1499	1571
Cc1ccc(S(=O)(=O)/N=c2\ccc(Cl)cn2C(F)F)cc1	1895	1612
COc1ccccc1N1CCN(C(=O)CN2C(=O)c3cccc4cccc(c34)C2=O)CC1	1764	1605
CCC(CC)C(=O)Oc1c(Sc2ccccc2[N+](=O)[O-])c(C)nn1C(C)(C)C	1805	1331
CCOC(=O)C1CCCN(C2CC(=O)N(c3ccc(NC(C)=O)cc3)C2=O)C1 (stereo unspecified)	1927	1773
COc1ccc(NS(=O)(=O)c2ccc(NC(=S)NC(=O)c3ccc(Br)cc3)cc2)nn1	1791	1469
O=C(O)/C(=C\c1ccc(Cl)c([N+](=O)[O-])c1)c1ccc(S(=O)(=O)N2CCCCC2)s1	1931	1756
Cc1cc(C)c(NC(=O)CCn2nnc3ccccc32)c(C)c1	1949	1699
O=C(NCc1ccccn1)c1ccc(Cn2c(=S)[nH]c3ccccc3c2=O)cc1	1912	1688
COc1cc(/C=C2/C(=O)NN(c3cccc(C)c3)C2=O)cc([N+](=O)[O-])c1O	2019	1614
COc1cc([N+](=O)[O-])cc2cc(C(=O)N3CCCC3)c(=O)oc12	1700	1583
CC(OC(=O)CNC(=O)c1ccccc1F)C(=O)Nc1nc(-c2ccccc2)cs1 (stereo unspecified)	1680	1371
Cc1ccc(/C=C/C(=O)N2CCN(c3ccc(F)cc3)CC2)o1	2074	1561
Cc1cccc(Nc2nc(N)nc(CC(=O)CSc3ccc(Cl)cc3)n2)c1	1866	1613
CCOC(=O)c1ccc(NC(=S)Nc2cc(C)cc(C)n2)cc1	1664	1526
Cc1cc(C(=O)Nc2ccc(OCc3ccccc3)cc2)c(C)o1	1842	1439
CCOC(=O)CN1C(=O)N[C@@H](c2ccccc2)C(C(=O)OC)=C1C	1704	1285
COc1ccc(NC(=S)NCCCN2CCCC2)cc1	1897	1363
Cc1[nH]c2ccccc2c1C(=O)CN1C(=O)NC(C)(c2ccc(Cl)cc2Cl)C1=O (stereo unspecified)	1763	1641
COc1ccc(C)cc1NS(=O)(=O)c1ccc(NC(=O)CN(c2cc([N+](=O)[O-])ccc2C)S(C)(=O)=O)cc1	1820	1592
CC(=O)Nc1c(C)ccc(CNC(=O)COc2cc(C)ccc2C)c1C	1854	1821
COc1ccccc1NC(=S)N1CCC(NC(=O)C23CC4CC(CC(C4)C2)C3)CC1	1741	1470
Cc1ccc(NC(=O)CN(C)C(=O)/C=C/c2cccs2)cc1	1891	1603
O=C1CCN(c2ncccc2[N+](=O)[O-])CC1	1801	1861
N#Cc1ccc(Cn2ccnc2C(=O)Nc2ccccc2)cc1	1717	1584
CCOC(=O)c1cc(C(=O)OCC)c(=O)[nH]c1C	1906	1445
COc1ccc(NC(=O)c2ccc3ccccc3c2)cc1NS(=O)(=O)c1ccc(F)cc1	1682	1508
CCC(CC)C(=O)Nc1ccc(C)cc1O	1748	1593
CC(C)OC(=O)c1cc(C(=O)c2cc(Cl)ccc2O)coc1=N	2089	1492
S=C(NC12CC3CC(CC(C3)C1)C2)N1CCCC1	2120	1669
CCn1c(-c2nn(-c3ccccc3)ccc2=O)n[nH]c1=S	1659	1585
COc1ccc(CNC(=O)c2cc3c(s2)CN(Cc2ccccc2)C3)cc1	1718	1593
CN(C)CCCN(C(=O)COc1ccc(Cl)cc1)c1nc2ccc(F)cc2s1	1912	1771
O=C(CSc1nc2ccccc2c(=O)n1Cc1ccc(C(=O)NC2CC2)cc1)NCc1ccco1	1849	1372
O=C(NCCCO)/C(=C\C=C\c1ccccc1)NC(=O)c1ccccc1Cl	2272	1495
CCOC(=O)CSc1n[nH]c(NC(=O)CC)n1	1854	1588
O=C(COC(=O)C1CC(=O)N(C2CCCCC2)C1)c1ccc(F)cc1 (stereo unspecified)	1708	1691
CCSc1nnc(NC(=O)c2cccs2)s1	1831	1586
C[C@@H](C(=O)NCc1ccc(S(C)(=O)=O)cc1)[C@H]1C[C@]1(C)[C@H](NC(=O)OCc1ccccc1)c1ccccc1	1829	1237
O=S(=O)(Nc1cccc(Cl)c1)c1ccc2oc(=S)[nH]c2c1	2134	1696
Cc1ccc2nc(SC(C)C(=O)N3CCOCC3)[nH]c2c1 (stereo unspecified)	1768	1602

Continuation.
structure	SRC1 TRFRET art	SRC3 TRFRET art
COC(CNC(=O)c1cccnc1)OC	1376	1466
COc1cc2[nH]c(=S)n(CCN3CCCCC3C)c(=O)c2cc1OC (stereo unspecified)	1492	1493
Cc1cc(N2CCCC(C(=O)Nc3cccc(Cl)c3)C2)n2ncnc2n1 (stereo unspecified)	1747	1726
O=C(COC(=O)CCSc1ccc(Cl)cc1)Nc1ccc(F)cc1	1722	1461
CC(=O)C1=C(C)NC(SCC(=O)Nc2nc3ccccc3s2)=C(C#N)C1c1ccc(Cl)cc1 (stereo unspecified)	1972	1873
COc1ccc(C2c3[nH]c4ccccc4c3CCN2C(=O)c2cn3ccccc3n2)c(F)c1 (stereo unspecified)	1540	1577
COc1ccc(CCN(C(=O)c2cccc(F)c2)C2CC(=O)N(c3ccccc3)C2=O)cc1 (stereo unspecified)	1811	1594
COC(=O)CC1C(=O)NCCN1C(=S)NC(=O)CCc1ccccc1 (stereo unspecified)	1721	1414
CCc1ccc(C2=NN(CCC(=O)NC(C)CCc3ccccc3)C(=O)CC2)cc1 (stereo unspecified)	2062	1612
Cc1ccc(/C=N/NS(=O)(=O)c2ccccc2)o1	1948	1733
c1nc2n(n1)C1=C(CCCC1)C1(CCCCC1)N2	1784	1727
Cc1ccc(S(=O)(=O)NNC2=NS(=O)(=O)c3ccccc32)c(C)c1	1877	1865
CN(C)c1ccc(N/C(N)=N/c2nc(C(F)(F)F)cc(C(F)(F)F)n2)cc1	1729	1517
O=C(CCCc1nc2ccccc2s1)NCc1ccccc1F	1462	1457
COc1ccc(/C=N/NC(=O)CN(Cc2ccccc2)S(=O)(=O)c2ccc3c(c2)OCCO3)cc1	1905	1615
COc1ccc(-c2nnc(OCc3nc4ccccc4n3C)c3ccccc23)cc1	1884	1536
CCOC(=O)CN1C(=O)S/C(=C/c2ccc(O)c([N+](=O)[O-])c2)C1=O	1692	1619
COCCNc1ccc(N2C(=O)CCCC2=O)cc1[N+](=O)[O-]	1814	1542
CCCCSc1nnc(-c2ccc(NC(C)=O)cc2)n1C	1702	1428
O=C1NC(c2ccccc2)=C(c2ccc3ccccc3n2)C(c2ccc(F)cc2)N1 (stereo unspecified)	1888	1527
Cc1ccc2c(COC(=O)c3c(C)noc3C)cc(=O)oc2c1	1765	1354
CCCNC(=O)NC(=O)COC(=O)CNS(=O)(=O)/C=C/c1ccccc1	1656	1548
Cc1cc(NC(=O)CSc2nc3cc(Cl)ccc3c(=O)n2CC(C)C)no1	2022	1584
Cc1ccc(-c2csc(NC(=O)c3cnccn3)n2)cc1C	1809	1713

Single records, as listed above.
Cc1cc(NC(=O)CSc2nc3cc(Cl)ccc3c(=O)n2CC(C)C)no1 as listed: SRC1 TRFRET art = 2022; SRC3 TRFRET art = 1584
CCCCSc1nnc(-c2ccc(NC(C)=O)cc2)n1C as listed: SRC1 TRFRET art = 1702; SRC3 TRFRET art = 1428

(continued)
structure	SRC1 TRFRET art	SRC3 TRFRET art
COC(=O)c1ccccc1OC(=O)c1cc[n+]([O-])cc1	1722	1417
Cc1c(Cl)cccc1NC(=O)CSc1ccc(-c2cccnc2)nn1	1714	1437
COc1ccc(CCNc2cc(N3CCN(C(=O)c4ccc(C)cc4)CC3)ccc2[N+](=O)[O-])cc1OC	1820	1375
C/C(=N\NC(=O)C1COc2ccccc2O1)c1cc2ccccc2o1 (stereo unspecified)	1864	1867
CCOC(=O)C1=C[C@]2(CC)CCCN3CCc4c(n1c1ccccc41)[C@@H]32	1570	1641
CCn1c2ccccc2c2nnc(SCC(=O)Nc3ncccn3)nc21	1755	1644
O=C(CSc1ccc(-c2ccccc2)nn1)N1CCN(c2ccccc2)CC1	1665	1363
CC(=O)Nc1ccc(/C=N/NC(=O)CNS(=O)(=O)c2ccccc2)cc1	1585	1506
CC(C)CNS(=O)(=O)c1ccc(S(=O)(=O)N2CCN(CCC#N)CC2)cc1	1612	1563
N#CC1=C(N)Oc2n[nH]c(-c3cccnc3)c2C1c1ccc([N+](=O)[O-])o1 (stereo unspecified)	1818	1532
Cc1cccc(C(=O)NC(=S)N2CCc3ccccc3C2)c1	2186	1804
O=C1/C(=C/c2cccc([N+](=O)[O-])c2)CCc2ccccc21	2026	1623
Cc1nc2ccc([N+](=O)[O-])cc2s1	1815	1520
COc1ccccc1NC(=O)Nc1nnc(CC(=O)Nc2ccccc2C)s1	1788	1674
COC(=O)C1CCN(C(=O)Cc2c(OC)ccc3cc(Br)ccc23)CC1	1936	1627
Cc1ccc(NC(=O)CCC(=O)NNC(=O)C(C)(C)C)c(C)c1	1494	1393

Exported field by field: 4 of the compounds above.
> N#CC1=C(N)Oc2n[nH]c(-c3cccnc3)c2C1c1ccc([N+](=O)[O-])o1 (stereo unspecified)
  SRC1 TRFRET art: 1818
  SRC3 TRFRET art: 1532

> Cc1cccc(C(=O)NC(=S)N2CCc3ccccc3C2)c1
  SRC1 TRFRET art: 2186
  SRC3 TRFRET art: 1804

> O=C1/C(=C/c2cccc([N+](=O)[O-])c2)CCc2ccccc21
  SRC1 TRFRET art: 2026
  SRC3 TRFRET art: 1623

> Cc1nc2ccc([N+](=O)[O-])cc2s1
  SRC1 TRFRET art: 1815
  SRC3 TRFRET art: 1520

Continued.
structure	SRC1 TRFRET art	SRC3 TRFRET art
O=C(Cc1ccccc1)NCc1ccccn1	1742	1553
O=S(=O)(Cc1ccccc1)NCC1CCCN(Cc2ccc3nonc3c2)C1 (stereo unspecified)	1627	1357
Cc1c(NC(=O)c2ncn[nH]2)cccc1-c1nc2ccccc2s1	1770	1633
CC1CCC/C(=C\Nc2ccc(C(=O)O)cc2)C1=O (stereo unspecified)	1660	1579
CN(C)CCNc1cc(-c2ccncc2)nc2ccccc12	2058	1840
O=[N+]([O-])c1cccc(-c2ccc(C(=S)N3CCN(c4ccc(F)cc4)CC3)o2)c1	1900	1758
CC(C)N(C(=O)Cn1cc(S(=O)(=O)CC(=O)NC2CCCCC2)c2ccccc21)C(C)C	1977	1430
Cc1cc(-c2nc3ncccc3o2)ccc1NC(=S)NC(=O)c1ccco1	1946	1741
COc1ccc(OC)c2[nH]c(=O)c(CCNC(=O)C(C)(C)C)cc12	1857	1549
CCOC(=O)c1c(C)c(C(=O)Nc2cc(F)ccc2F)c(C)n1C	1528	1469
C[N+](C)(CC#Cc1ccccc1)CC(=O)c1ccc(Cl)cc1	1716	1411
O=C(c1ccccc1)c1ccc(OCC(O)CN2CCCC2)cc1 (stereo unspecified)	1812	1449
COc1cc(/C=N/n2cnc3scc(-c4cccs4)c3c2=O)cc(OC)c1OC	1892	1466
Cc1ccc(S(=O)(=O)N/N=C/c2ccc(OCC(=O)N3CCOCC3)cc2)cc1	1794	1637
